# MC4R barr agon – MC4R agonists recruiting beta-arrestin, primary screen, cell-based, luminescence, agonist arm of biased-ligand search; U2OS MC4R beta-arrestin complementation; percent of melanotan II response, DMSO zero; activation, % at 8.9 µM; Melanocortin receptor 4 (Homo sapiens), P32245; hit rate 0.98% among 360,000;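 active = activation above a per-plate cutoff, the mean activation of sample wells on that plate plus 3 SD, cut at about 8% in these data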
# NOD2 RIPK2 PPI – NOD2-RIPK2 binding disruptors in cells, primary screen, fluorescence, CHO cells, BLA complementation | Receptor-interacting serine/threonine-protein kinase 2 (Homo sapiens), O43353 | CCF4 ratio | inhibition, % at 4.98 µM | hit rate 0.38% among 360,000 | AID 624267, 2012; in the data active = inhibition above about 21%;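 also: 0% = vehicle only and 100% = reference blocker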
# Target sequence (O43353 whole entry, looked up): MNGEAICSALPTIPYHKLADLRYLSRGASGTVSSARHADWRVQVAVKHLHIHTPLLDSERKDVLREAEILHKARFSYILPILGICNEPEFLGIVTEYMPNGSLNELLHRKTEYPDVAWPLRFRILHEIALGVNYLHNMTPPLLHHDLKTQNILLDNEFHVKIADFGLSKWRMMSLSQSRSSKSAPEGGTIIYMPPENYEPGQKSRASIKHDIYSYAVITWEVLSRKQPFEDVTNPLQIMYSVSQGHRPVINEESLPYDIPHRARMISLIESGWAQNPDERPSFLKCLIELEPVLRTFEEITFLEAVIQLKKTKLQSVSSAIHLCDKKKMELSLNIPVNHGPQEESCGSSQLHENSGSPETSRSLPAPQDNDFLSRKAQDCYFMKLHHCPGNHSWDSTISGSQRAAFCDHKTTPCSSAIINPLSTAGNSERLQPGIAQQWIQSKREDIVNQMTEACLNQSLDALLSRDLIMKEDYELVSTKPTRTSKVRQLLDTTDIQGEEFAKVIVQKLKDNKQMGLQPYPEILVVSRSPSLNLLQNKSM
# m5-HT2A agonist – mouse Htr2a agonists via beta-arrestin recruitment, primary screen, cell-based, luminescence | CHO-K1 mHTR2A beta-arrestin complementation; percent of 30 µM serotonin response | activation, % at 7.6 µM | hit rate 0.66% among 360,000 | AID 624169, 2012;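 active = activation above a run cutoff, the mean activation of all tested compounds plus 3 SD, cut at about 14% in these data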;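 also: 0% = plate median of compound wells and 100% = 30 µM serotonin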
# Target sequence (P35363 whole entry, looked up): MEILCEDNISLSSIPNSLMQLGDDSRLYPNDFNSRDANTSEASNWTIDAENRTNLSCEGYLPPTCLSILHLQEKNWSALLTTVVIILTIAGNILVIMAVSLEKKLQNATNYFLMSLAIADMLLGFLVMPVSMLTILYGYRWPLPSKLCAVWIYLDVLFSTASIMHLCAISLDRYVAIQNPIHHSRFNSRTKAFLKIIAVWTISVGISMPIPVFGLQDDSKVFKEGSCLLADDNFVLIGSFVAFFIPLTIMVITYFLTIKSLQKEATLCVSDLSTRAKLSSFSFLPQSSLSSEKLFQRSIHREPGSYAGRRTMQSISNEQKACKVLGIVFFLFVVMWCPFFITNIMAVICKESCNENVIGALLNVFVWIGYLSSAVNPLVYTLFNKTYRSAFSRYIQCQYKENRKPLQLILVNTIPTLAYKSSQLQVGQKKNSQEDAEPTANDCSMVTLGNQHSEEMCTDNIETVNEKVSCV
# Cardio protect – cardioprotection against H2O2-induced cell death, primary screen, uHTS, H9c2 cells, ATPLite luminescence; H9c2 cardiomyocytes, H2O2 injury protection, 2 h; protection from H2O2 cell death, % at 20 µM; hit rate 0.63% among 360,000; AID 588492, 2011;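 active = compounds giving at least 50% protection of heart cells from peroxide-induced death in the single-dose screen, raw or plate-pattern-corrected value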;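 also: 0% = DMSO wells with peroxide and 100% = DMSO wells without peroxide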
# ABCB6 inh 2 – ABCB6 transporter inhibitors, primary screen, K562-ABCB6 cells, flow cytometry, MLPCN library. K562-ABCB6 porphyrin accumulation, 1 h; active compounds read low. fluorescence ratio to DMSO, % at 10 µM. hit rate 0.19% among 360,000;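 active = fluorescence ratio to DMSO below 75%, the collection mean minus 3 SD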;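 also: signal is porphyrin accumulated inside mitochondria; 100% equals median channel fluorescence of DMSO control wells; lower ratio means ABCB6 inhibition with less porphyrin fluorescence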
# SRC2 inh – inhibition of GAL4-SRC2 driven luciferase reporter, primary screen, SRC2 inhibitor project, cell-based, luminescence; inhibition, % at 9 µM; HEK293 GAL4-SRC2 luciferase reporter; Nuclear receptor coactivator 2 (Homo sapiens), Q15596; hit rate 0.17% among 370,000;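 active = inhibition above the mean inhibition of all tested compounds plus 3 SD, set per campaign, cut at about 52% in these data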;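 also: 0% = DMSO treated cells and 100% = cells given Gossypol at 36 µM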
# TLR9-MyD88 inh – inhibitors of TLR9-MyD88 association in cells, primary screen, cell-based, CHO, BLA complementation, fluorescence. AID 504734, 2011. CCF4 FRET ratio. hit rate 0.21% among 340,000. inhibition, % at 4.98 µM;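 active = inhibition above the mean over all tested compounds plus 3 SD, cut at about 21% in these data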;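 also: 0% = DMSO only wells and 100% = clavulanate BLA inhibitor control wells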
# MC4R antagonist – MC4R antagonists of cAMP signaling, primary screen, cell-based, TR-FRET, antagonist arm of biased-ligand search; Melanocortin receptor 4 (Homo sapiens), P32245; MC4R-expressing cells, MTII-stimulated cAMP, LANCE TR-FRET; inhibition, % at 6.5 µM; hit rate 0.48% among 360,000; AID 540295, 2011;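 active = inhibition above its plate's cutoff, the mean of tested wells on that plate plus 3 SD, cut at about 29% in these data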;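 also: 0% = Melanotan II alone and 100% = Melanotan II plus saturating MCL0020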
#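 System: U2OS cells stably expressing human melanocortin 4 receptor (MC4R). Reagent: Melanotan II challenge after compound preincubation. Doses: 6.5 µM. Times: 30-min compound, 1-h challenge, 1-h detection, room temperature. Measured by: TR-FRET with Eu-cAMP and labeled anti-cAMP, 671 nm. Replicates: singlicate.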
# Glyco luc inh – increase of ERlucT glycosylation luciferase signal, primary screen, N-linked glycosylation inhibitor project, D54 ERlucT cells, luminescence, set 2. reporter increase, % at 12.5 µM. D54 ERlucT glycosylation luciferase reporter, 24 h; percent of 100 nM tunicamycin response. hit rate 0.23% among 360,000;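 active = mean luciferase reporter signal, scaled so untreated is 0 and the glycosylation-blocking control 100, at or above a set limit in every replicate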;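 also: luciferase carries N-glycosylation sites so blocking glycosylation raises the light; 0% = median of neutral control wells and 100% = median of 100 nM tunicamycin wells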
# ABHD5-PLIN5 inh – ABHD5-PLIN5 interaction inhibitors, primary screen, cell lysate, split luciferase complementation, luminescence; Perilipin-5 (Homo sapiens) + 1-acylglycerol-3-phosphate O-acyltransferase ABHD5 (Homo …; Split G. princeps luciferase complementation, 4 h; inhibition, % at 4 µM; hit rate 0.78% among 360,000;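 active = inhibition above the mean inhibition across every tested compound plus 3 SD, cut at about 22% in these data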;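 also: 0% = DMSO only wells and the 100% control is not disclosed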
# Starred values were filed as active, the others as inactive; . = no result given. Not all compounds are listed; the hit share may differ from the screen's.
SMILES,MC4R barr agon,NOD2 RIPK2 PPI,m5-HT2A agonist,Cardio protect,ABCB6 inh 2,SRC2 inh,TLR9-MyD88 inh,MC4R antagonist,Glyco luc inh,ABHD5-PLIN5 inh
COc1cccc2cc(C(=O)C3=C(O)C(=O)N(CCN(C)C)C3c3ccc(Cl)cc3)oc12 (centres undefined),-1.9,-9,-3,0,98,8,-16,6,1,-5
S=C(NCCC1=CCCCC1)Nc1ccccc1,0.6,4,0,3,101,-57,-7,3,-2,7
C=C(C)c1cccc(C(C)(C)NC(=O)NCc2ccncc2)c1,-2.9,1,8,-6,104,10,0,6,0,2
Cc1cccc(OCC(=O)N/N=C\C=C\c2ccc3c(c2)OCO3)c1C,-1.5,6,-4,15,89,-22,5,-5,0,-6
Cc1cc(O)cc(O)c1C(=O)Cc1ccccc1,-0.6,-12,2,0,105,-4,-11,1,0,6
CCCCCCC(=O)Nc1nc(C)c(-c2csc(Nc3ccc(Cl)cc3)n2)s1,0.2,3,0,-4,84,.,17,8,3,-10
O=C(CSc1nnc2ccccn12)N1CCc2ccccc21,-2.3,4,4,-3,97,-28,9,4,-3,-6
O=C(CSc1nc2ccccc2[nH]1)N1CCN(C(=O)c2ccco2)CC1,0.6,2,4,-2,92,24,-4,11,1,2
COC(=O)[C@@]12C[C@@H](CC(=O)N3CCCC3)C(=O)N(Cc3ccc4c(c3)OCO4)C1=CCC(C)(C)C2,.,-1,1,.,.,-12,.,.,.,-4
CN(Cc1nc2ccccc2s1)C(=O)c1ccc(F)cc1,1.2,7,-1,-1,104,-43,3,16,-1,-4
CCN1C(=O)c2n[nH]c(C(=O)OC)c2C1=O,-1.6,-13,-1,3,95,-15,5,10,2,-1
COC(=O)c1ccc(COC(=O)CNC(=O)c2ccc(-c3ccccc3)cc2)cc1,-0.7,-14,1,2,95,-42,-4,6,1,-2

# Entries of single compounds from above. Order of screens: MC4R barr agon	NOD2 RIPK2 PPI	m5-HT2A agonist	Cardio protect	ABCB6 inh 2	SRC2 inh	TLR9-MyD88 inh	MC4R antagonist	Glyco luc inh	ABHD5-PLIN5 inh
# Results for O=C(CSc1nnc2ccccn12)N1CCc2ccccc21 = -2.3	4	4	-3	97	-28	9	4	-3	-6
# Results for CN(Cc1nc2ccccc2s1)C(=O)c1ccc(F)cc1 = 1.2	7	-1	-1	104	-43	3	16	-1	-4

# Next results follow.
SMILES,MC4R barr agon,NOD2 RIPK2 PPI,m5-HT2A agonist,Cardio protect,ABCB6 inh 2,SRC2 inh,TLR9-MyD88 inh,MC4R antagonist,Glyco luc inh,ABHD5-PLIN5 inh
CCn1c(CCNC(=O)c2ccc(OC)c(OC)c2)nc2ccccc21,-2.3,-11,-1,8,101,3,-2,1,-1,0
N/C(=N\OC(=O)CCCc1ccccc1)c1cccc([N+](=O)[O-])c1,-1.3,-5,-3,-4,97,0,14,-3,1,3
Fc1ccc(Cn2nnc3ccccc32)cc1,0.0,2,-5,0,92,.,4,2,-2,0
COCC(C)n1c(SCC(=O)Nc2cccnc2Cl)nc2ccccc2c1=O (centres undefined),0.3,-7,2,9,97,-3,-3,-5,0,4
COc1ccccc1CCNC(=O)c1c(C)nn(CC(C)C)c1Cl,-1.5,0,-1,-6,99,-53,-10,4,1,8
CCc1ccc2c(c1)NC(=O)C2(C)Cc1ccc(C(F)(F)F)nc1 (centres undefined),-1.3,-23,-6,0,104,6,.,-6,-1,3
O=[N+]([O-])c1ccccc1N/N=C\c1ccccc1Cl,0.8,-14,5,-1,102,-49,-3,0,1,7
Cc1ccc(C)c(S(=O)(=O)N2CCCC2CNC(=O)C(=O)NC2CCCCCC2)c1 (centres undefined),-3.9,-6,-2,-3,99,-10,-6,21,-3,4
CCOC(=O)c1sc2nccc(N(C)C)c2c1N=CNOC,-1.1,-14,-4,24,97,1,-15,-16,0,1
O=C(NNC1=NCCC1)c1cccc(S(=O)(=O)N2CCOCC2)c1,-0.8,9,0,3,107,-3,-4,3,2,-4
COC(=O)N/N=C(\CCC(=O)O)c1cccs1,-0.8,5,5,0,92,-24,4,16,1,-1
Cn1c(Cc2cccs2)nnc1SCC(=O)Nc1ccc(F)cc1F,-1.3,4,15*,-3,99,-15,1,10,2,0
O=C(O)c1ccccc1C(=O)Nc1ccccn1,-1.2,-5,8,0,95,-6,5,0,3,2
Cn1c(/C=C(\C#N)C(N)=S)ccc1-c1ccc(Br)cc1,-1.9,5,-9,-20,122,7,3,0,1,-13
O=C(Cc1ccc(Cl)cc1)N1CCN(c2ccccc2)CC1,-0.9,-8,-6,1,97,-5,5,5,0,2
Fc1ccc(OCCOCCN2CCNCC2)cc1,0.5,-1,3,5,100,-6,-1,13,2,-2
Cc1cccc(NC(=O)C2CCCN(S(=O)(=O)c3ccc(-n4cnnn4)cc3)C2)c1 (centres undefined),-1.0,-6,0,-2,100,-4,-2,7,-1,3
O=C(CCn1c(=O)[nH]c2ccsc2c1=O)N1CC(=O)N(CCc2ccccc2)C(=O)C1,-0.3,-7,2,2,93,14,3,2,-1,-2
CCn1c(C)c2c([n+]1CC)CC(C)(C)CC2=O,-0.5,2,-2,2,97,-4,-37,0,3,5
CC(C)Oc1cc(F)ccc1-c1cc(C(=O)NCC2CCCCC2)[nH]n1,-1.6,1,-5,-2,97,16,.,-2,-4,-2
CCOC(=O)[C@]12CCCC=C1N(CCC1=CCCCC1)C(=O)[C@H](CC(=O)N1CCSCC1)C2,.,-4,-5,.,.,-7,.,.,.,-2
COC(=O)N/N=C/c1c(C)nn(-c2cccc(Cl)c2)c1Cl,-1.2,-5,-2,2,99,0,7,13,8,9
Cn1c(SCC(=O)Nc2ccc3nc(SCC(=O)NC4CC4)sc3c2)nnc1-c1ccccc1,-1.1,8,3,-1,100,3,5,10,1,2
O=C(CCC(=O)N1CCCC(Nc2ccccc2)C1)c1ccc(F)cc1 (centres undefined),-2.6,-8,-5,1,98,13,-10,3,-1,-16

# Some of these compounds in order of length of the SMILES, ascending.
SMILES,MC4R barr agon,NOD2 RIPK2 PPI,m5-HT2A agonist,Cardio protect,ABCB6 inh 2,SRC2 inh,TLR9-MyD88 inh,MC4R antagonist,Glyco luc inh,ABHD5-PLIN5 inh
Fc1ccc(OCCOCCN2CCNCC2)cc1,0.5,-1,3,5,100,-6,-1,13,2,-2
CCn1c(C)c2c([n+]1CC)CC(C)(C)CC2=O,-0.5,2,-2,2,97,-4,-37,0,3,5
O=C(Cc1ccc(Cl)cc1)N1CCN(c2ccccc2)CC1,-0.9,-8,-6,1,97,-5,5,5,0,2
Cn1c(/C=C(\C#N)C(N)=S)ccc1-c1ccc(Br)cc1,-1.9,5,-9,-20,122,7,3,0,1,-13
COC(=O)N/N=C/c1c(C)nn(-c2cccc(Cl)c2)c1Cl,-1.2,-5,-2,2,99,0,7,13,8,9
CC(C)Oc1cc(F)ccc1-c1cc(C(=O)NCC2CCCCC2)[nH]n1,-1.6,1,-5,-2,97,16,.,-2,-4,-2
Cc1cccc(NC(=O)C2CCCN(S(=O)(=O)c3ccc(-n4cnnn4)cc3)C2)c1 (centres undefined),-1.0,-6,0,-2,100,-4,-2,7,-1,3
Cn1c(SCC(=O)Nc2ccc3nc(SCC(=O)NC4CC4)sc3c2)nnc1-c1ccccc1,-1.1,8,3,-1,100,3,5,10,1,2
O=C(CCn1c(=O)[nH]c2ccsc2c1=O)N1CC(=O)N(CCc2ccccc2)C(=O)C1,-0.3,-7,2,2,93,14,3,2,-1,-2
CCOC(=O)[C@]12CCCC=C1N(CCC1=CCCCC1)C(=O)[C@H](CC(=O)N1CCSCC1)C2,.,-4,-5,.,.,-7,.,.,.,-2

# The listing continues:
SMILES,MC4R barr agon,NOD2 RIPK2 PPI,m5-HT2A agonist,Cardio protect,ABCB6 inh 2,SRC2 inh,TLR9-MyD88 inh,MC4R antagonist,Glyco luc inh,ABHD5-PLIN5 inh
Cc1ccc(C(O)c2ncc(-c3ccccc3C)[nH]2)cc1 (centres undefined),-1.7,-1,-1,0,92,8,.,0,2,-2
COc1ccc(CCNC(=O)c2nc(-c3cccs3)no2)cc1OC,-1.6,-6,2,-7,97,16,-5,10,-2,0
Nn1c(Cc2ccccc2F)nnc1SCC(=O)N1CC(=O)Nc2ccccc21,-1.0,1,-1,0,97,-16,0,10,7,-1
CCCCCNC(=O)C(c1ccncc1)n1c(=O)c(-c2cc3ccccc3[nH]2)nc2ccccc21 (centres undefined),.,50*,-1,.,.,-40,.,.,.,-3
CC1CCc2c(sc3ncn(CCO)c(=O)c23)C1 (centres undefined),-1.1,-3,-2,-7,94,-56,9,2,-2,-4
COc1ccc(C2CC(c3ccccc3)=NN2C(=O)CN2N=NC3C(=O)N(c4cccc(F)c4)C(=O)C32)cc1 (centres undefined),-1.5,1,-2,2,106,4,-11,8,0,0
CCOCc1nnc(NC(=O)c2cc(OC)c(OC)cc2[N+](=O)[O-])s1,0.1,0,0,-2,97,-2,-2,-2,1,7
O=C(CCN1CCN(c2ccccc2)CC1)NNC(=S)Nc1ccccc1,0.2,7,7,2,101,-13,8,8,1,-5
CC(=O)NC(CC(=O)Nc1ccc(S(=O)(=O)N2CCCCC2)cc1)c1ccccc1 (centres undefined),-1.3,10,-1,3,99,5,-5,7,2,-3
C[C@@H]1CN([C@H](C)CO)C(=O)CCCn2nncc2CO[C@H]1CN(C)Cc1ccc2c(c1)OCCO2,0.2,-2,-1,15,102,-14,-4,1,2,1
O=C(NN1C(=O)C2C3C=CC(C4CC34)C2C1=O)c1ccc(Br)cc1 (centres undefined),-1.6,-5,-5,-9,103,4,1,13,1,4
CC1CCc2sc(-c3n[nH]c(=S)o3)cc2C1 (centres undefined),-0.7,-11,2,-10,98,-16,0,0,0,-9
O=C1CSC(=S)N1CC1CCCO1 (centres undefined),3.2,4,3,4,102,6,-9,14,0,-5
CNS(=O)(=O)c1ccc(C)c(S(=O)(=O)NC)c1,-0.5,-5,7,-1,93,-27,6,-10,1,12
O=C(COc1c(Cl)cc(Cl)cc1Cl)c1ccc(Cl)cc1,0.6,-3,3,-6,102,4,8,-25,1,-5
O=C1CC(c2cccs2)c2cc3c(cc2N1)OCO3 (centres undefined),-0.6,-8,2,-6,91,-30,-1,-3,2,-3
COC(=O)CN(c1cccc(F)c1)S(C)(=O)=O,-3.3,-9,10,12,98,-33,-10,0,1,1

# Compound activity as filed in PubChem.
